Cdc42 wt: human Cdc42 wildtype GTP binding change, either direction; P60953; GST-Cdc42 beads, Bodipy-GTP binding, flow cytometry; actives lie on both sides; hit rate 0.2% among 190,000; percent activity (GTP binding), % at 10 µM;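 active means percent activity GTP binding at least 20 points away from the 100% baseline, either down as inhibitor or up as activator; inconclusive means compound flagged as likely green fluorescent from well-wide comparison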;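 further: median bead fluorescence of bound Bodipy-FL-GTP at 100 nM; 0% = excess unlabeled GTP control and 100% = no compound control; below 100% means less GTP binding so inhibitor and above means activator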
Target sequence (P60953 whole entry, looked up): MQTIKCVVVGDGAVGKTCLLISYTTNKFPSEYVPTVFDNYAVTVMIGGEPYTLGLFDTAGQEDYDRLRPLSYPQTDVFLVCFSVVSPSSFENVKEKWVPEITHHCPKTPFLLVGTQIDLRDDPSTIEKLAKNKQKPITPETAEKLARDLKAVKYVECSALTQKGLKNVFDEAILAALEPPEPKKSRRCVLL
Pf gametocyte: inhibitors of late stage P. falciparum gametocyte viability; P. falciparum stage V gametocytes, ATP luminescence, 24 h; hit rate 0.065% among 150,000; inhibition, % at 10.9 µM; AID 743093;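 active means inhibition above the mean plus 3 SD of compounds within the control limits, set per campaign, cut at about 38% in these data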;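 further: 0% = DMSO wells and 100% = medium only without gametocytes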
Rac1 wt GTP bind: human Rac1 wildtype GTP binding, inhibitors and activators; AID 757; GTP binding activity (% of control), % at 10 µM; hit rate 0.27% among 190,000; GST-Rac1 beads, fluorescent GTP binding, flow cytometry; actives lie on both sides; 0 = cold GTP competed, 100 = untreated;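 active means GTP binding activity at least 20 points away from the 100% control level, either lower or higher; inconclusive means compound flagged as likely green fluorescent, judged across all proteins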
Rab2 wt GTP: changes GTP binding to wildtype dog Rab2A, up or down; P61105; GST-Rab2 wt beads, Bodipy-GTP binding, flow cytometry; GTP binding activity, % at 10 µM; hit rate 0.19% among 190,000;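 active means GTP binding activity at least 20 points away from 100%, either lowered or raised; inconclusive means signal likely due to the compound's own green fluorescence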;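 further: 0% = beads with excess unlabeled GTP and 100% = no-compound control corrected for plate trend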
Rac1 mut GTP: human Rac1 activated mutant GTP binding change. GST-Rac1 activated beads, fluorescent GTP binding, flow cytometry; actives lie on both sides; 100% means binding = to untreated wells. hit rate 0.11% among 190,000. percent activity (GTP binding), % at 10 µM. P63000;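 active means GTP binding at least 20 percentage points away from the 100% baseline, in either direction, so actives lie on both sides; inconclusive means Compound likely fluorescent itself, or too few beads counted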
Rab7 wt modul: dog Rab7 wildtype GTP binding, inhibitors and activators. hit rate 0.055% among 190,000. GTP binding activity (percent of control), % at 10 µM. GST-Rab7 beads, fluorescent GTP binding, flow cytometry; actives lie on both sides; untreated = 100%, excess cold GTP = 0%;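 active means fluorescent GTP binding to Rab7 beads changed by at least 20 points from the 100% baseline, either direction, mostly lower; inconclusive means compound itself probably fluorescent, or too few beads counted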;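 further: median green fluorescence of bound Bodipy-FL-GTP per Rab7 bead population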
Mcl1-Noxa inh: Mcl-1/Noxa interaction inhibition; TR-FRET Mcl-1/Noxa peptide binding, 2 h; hit rate 1.5% among 220,000; Q07820; inhibition, % at 21.7 µM;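 active means compounds that cut the protein-peptide binding signal by more than 50% relative to plate controls in a single-dose test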;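 further: His-tagged Mcl-1 with rhodamine Noxa BH3 peptide and terbium anti-His antibody; 0% = Mcl-1 plus Noxa peptide wells and 100% = peptide-only wells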
Avidin fluor: compound fluoresces at 488/530 nm on avidin beads; compound fluorescence 488/530 nm, flow cytometry; stronger effect = higher value; fluorescence (KMESF) at 10 µM; hit rate 0.38% among 220,000; AID 1775; in the data active means fluorescence above about 47; further: inactives centre near 10
HRas wt GTP bind: changes GTP binding to wildtype human HRas; hit rate 0.14% among 190,000; GTP binding activity, % at 10 µM; GST-Ras wt beads, Bodipy-FL-GTP binding, flow cytometry; actives lie on both sides; P01112;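 active means GTP binding activity at least 20% away from the 100% baseline, either lowered as inhibitor or raised as activator; inconclusive means flagged as likely green fluorescent, judged across all proteins in the well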;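 further: 0% = unlabeled GTP competition control and 100% = no-compound control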
Target sequence (P01112 whole entry, looked up): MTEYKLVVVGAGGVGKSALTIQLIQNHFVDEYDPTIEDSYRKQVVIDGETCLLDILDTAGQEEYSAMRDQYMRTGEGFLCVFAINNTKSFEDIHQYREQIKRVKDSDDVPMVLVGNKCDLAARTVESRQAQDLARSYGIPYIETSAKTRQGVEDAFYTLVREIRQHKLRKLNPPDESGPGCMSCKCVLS
ABCB1 inh: human ABCB1 inhibition, ABCG2 as counter-screen. P08183. hit rate 0.067% among 190,000. inhibition, % at 6.6 µM. CCRF-Adr cells, JC-1 efflux, flow cytometry; in the data active means inhibition above about 40%;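 further: 0% = vehicle and 100% = reference inhibitor; higher value means more JC-1 retained so stronger ABCB1 efflux block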
ABCG2 inh: inhibitors of human ABCG2 transporter, ABCB1 counter-screen. Q9UNQ0. IgMXP3 cells, JC-1 efflux, flow cytometry. inhibition, % at 6.6 µM. hit rate 0.1% among 190,000. AID 1325;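 active means inhibition above 80%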;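 further: 0% = DMSO and 100% = nicardipine control wells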
Target sequence (Q9UNQ0 whole entry, looked up): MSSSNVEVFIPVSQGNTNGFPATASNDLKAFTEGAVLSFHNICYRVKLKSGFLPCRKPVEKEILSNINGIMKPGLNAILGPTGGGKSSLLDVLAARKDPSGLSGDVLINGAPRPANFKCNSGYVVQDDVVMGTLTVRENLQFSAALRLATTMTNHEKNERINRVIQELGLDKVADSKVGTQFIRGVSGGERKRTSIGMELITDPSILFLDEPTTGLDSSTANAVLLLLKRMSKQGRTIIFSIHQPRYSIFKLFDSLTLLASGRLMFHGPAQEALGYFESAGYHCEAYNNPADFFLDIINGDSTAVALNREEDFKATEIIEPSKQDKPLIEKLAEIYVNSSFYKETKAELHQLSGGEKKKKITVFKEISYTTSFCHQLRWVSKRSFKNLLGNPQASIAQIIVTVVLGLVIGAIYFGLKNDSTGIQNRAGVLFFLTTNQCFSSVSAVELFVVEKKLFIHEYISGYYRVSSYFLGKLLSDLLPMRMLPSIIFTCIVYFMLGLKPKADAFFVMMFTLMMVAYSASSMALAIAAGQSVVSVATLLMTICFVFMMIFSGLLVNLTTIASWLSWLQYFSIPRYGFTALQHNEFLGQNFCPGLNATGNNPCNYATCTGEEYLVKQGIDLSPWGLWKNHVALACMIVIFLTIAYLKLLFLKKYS
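Incubation: cells with compound and JC-1, 10 min at 25 °C, rotating, no wash / Test system: IgMXP3 (ABCG2) plus far-red-tagged CCRF-Adr (ABCB1) cells / Compound dosing: one concentration, 6.6 µM final / Also added: JC-1 fluorescent substrate / Evaluation: efflux inhibition in percent versus controls / Detection: flow cytometry, 530 nm JC-1 signal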
Starred values were filed as active, the others as inactive; ? = inconclusive; . = not tested or not shown.

SMILES	Cdc42 wt	Pf gametocyte	Rac1 wt GTP bind	Rab2 wt GTP	Rac1 mut GTP	Rab7 wt modul	Mcl1-Noxa inh	Avidin fluor	HRas wt GTP bind	ABCB1 inh	ABCG2 inh
O=S(=O)(CC(O)COc1ccccc1Cl)c1ccccc1 (centres undefined)	97	-15	97	96	99	93	-4	29	98	0.5	1
COC(=O)c1c(NC(=O)CN2CCN(c3ccccc3OC)CC2)c2cc(C)ccc2n1C	102	.	104	100	101	101	8	38	103	1.4	4
Cn1c(=O)c(=O)n(C)c2cc(S(=O)(=O)N3CCN(c4ccccc4F)CC3)ccc21	103	-7	108	97	98	92	1	7	96	0.5	1
O=C(Nc1nncs1)c1cccc(S(=O)(=O)N2CCOCC2)c1	95	-6	99	99	96	102	-10	7	97	-0.1	0
O=C(CSc1ccccc1)Nc1ccc(S(=O)(=O)NCC2CCCO2)cc1 (centres undefined)	101	-26	103	100	99	101	6	15	100	1.1	20
Cc1ccc(NC(=O)N2Cc3ccccc3CC2C(=O)NC(C)(C)C)cc1 (centres undefined)	99	.	106	100	96	105	-14	11	101	-0.8	40
Cc1ccc(-c2noc(CSc3nnc(-c4ccccc4)n3C)n2)cc1	100	.	104	100	98	101	8	8	102	0.4	2
COc1ccc(S(N)(=O)=O)cc1C(=O)N1CCCC1	101	-7	100	100	97	99	13	9	102	1.6	8
COC(=O)c1ccc(/C=N/NC(=O)CNc2cccc(C)c2)cc1	93	8	97	96	94	93	10	14	94	-0.7	-2
CCCCn1c(=O)nc2n(-c3ccccc3)c3ccccc3cc-2c1=O	102	-6	98	100	97	105	5	11	102	1.7	8
Cc1cccc(NCC(=O)c2c(N)n(C)c(=O)n(C)c2=O)c1C	93	6	93	98	95	106	31	6	97	0.7	9
CN(Cc1cccnc1)C(=O)c1cc(COc2ccc3ncccc3c2)on1	93	9	98	99	92	101	13	7	98	-0.3	3
CNC1=C(N(C(C)=O)c2ccc(Br)cc2)C(=O)c2ccccc2C1=O	99	-9	104	100	99	100	-10	2	101	0.1	6
COC(=O)c1ccccc1NC(=O)c1cncc(Br)c1	99	.	96	95	94	95	14	10	98	1.6	15
Cc1ccc(C)c(OCCn2cc(/C=C(\C#N)C(=O)NCC3CCCO3)c3ccccc32)c1 (centres undefined)	101	-24	108	96	99	96	8	16	98	7.9	10
COc1cccc(S(=O)(=O)Nc2cccnc2)c1	103	-21	100	106	100	103	-15	11	104	0.9	5
COc1ccc(/C=C(/NC(=O)c2ccccc2)C(=O)N/N=C/c2ccncc2)cc1	99	-8	100	101	99	97	10	13	97	2.3	17
O=C(O)CCC(=O)N1CCc2cc(S(=O)(=O)NC3CCCc4ccccc43)ccc21 (centres undefined)	98	.	98	93	96	97	3	24	97	0.5	2
N=c1n(CCO)c2ccccc2n1CCN1CCCCC1	96	-19	94	95	95	93	7	11	92	0.5	1
CC(C)C(=O)NC(=S)Nc1ccc(S(=O)(=O)N2CCN(C)CC2)cc1	100	5	103	98	100	96	-4	13	99	-0.1	-2
CCCN(CC1CC1)C(=O)CCc1nnc(C(OC)c2ccccc2)o1 (centres undefined)	95	16	97	98	96	103	-3	3	98	2.9	5
CC(c1ccccc1)n1c(Cn2ncc3ccccc3c2=O)n[nH]c1=S (centres undefined)	95	-11	97	97	92	105	14	9	94	-0.7	-5
COc1cc(/C=N/NC(N)=O)cc([N+](=O)[O-])c1O	85	-49	83	83	87	101	52*	9	84	-0.1	0
Cc1cc(C)n(-c2c(F)c(F)c(CN3CCOCC3)c(F)c2F)n1	101	.	104	101	102	95	-2	38	99	0.8	4
Cn1c(Sc2ccc(C(=O)O)cc2[N+](=O)[O-])nnc1-c1ccccc1	98	.	93	98	92	98	15	10	95	-0.1	0
Cc1cc(N2CCN(C)CC2)nc(=S)[nH]1	95	29	98	96	98	97	6	10	99	-0.3	-2
Cc1cc(OCC(=O)N2CCc3ccccc3C2)c2c(-c3ccccc3)cc(=O)oc2c1	95	.	96	96	96	97	-8	5	95	1.6	7
COC(=O)c1ccc(C2/C(=C(\O)c3ccc4c(c3)OCCO4)C(=O)C(=O)N2CCCN(C)C)cc1 (centres undefined)	97	-23	98	99	97	102	-17	11	98	0.0	0
CCN1/C(=C/c2cc[n+](C)cc2)C=Cc2cc(C)ccc21	102	13	105	103	101	103	56*	20	102	0.6	3
Cc1nnc(NC(=O)CSc2nccn2C)s1	99	-6	102	99	98	96	-2	14	99	0.4	1
CC(=O)NC1=NN(C(C)=O)C(C)(c2ccccn2)S1 (centres undefined)	98	-1	99	97	96	102	-1	11	99	0.5	1
Clc1ccc(C2=CSC3=NCCN23)cc1Cl	103	14	101	99	99	97	10	0	100	0.5	2
O=C(CCc1nc2ccccc2c(=O)[nH]1)Nc1ccc(Cl)c(Cl)c1	96	-27	98	95	93	96	11	7	99	-0.6	-1
O=C(COc1ccc(Br)cc1Br)NC(=S)N1CCCc2ccccc21	103	.	104	99	97	101	13	36	99	0.0	5
COc1ccc(C(=O)Nc2ccccc2C(=O)NC(Cc2ccc(O)cc2)C(=O)NNC(=O)c2ccccc2Cl)cc1 (centres undefined)	103	-2	103	99	99	105	-126	17	101	-0.8	-12
O=C(OCc1nc2ccccc2s1)c1ccc(Br)s1	101	.	101	99	98	99	16	15	100	0.3	3
O=C(CCN1C(=O)C2C3C=CC(C4CC34)C2C1=O)Oc1ccc(Br)cc1 (centres undefined)	97	-5	98	96	97	97	7	11	97	0.4	0
CNS(=O)(=O)c1ccc(N2CCCC2=O)c([N+](=O)[O-])c1	100	-17	103	98	98	99	6	0	99	-0.5	-2
CCS(=O)(=O)N1CCC(NC(=O)c2cc(OC)cc(OC)c2)CC1	98	.	98	98	96	100	23	10	97	-1.0	13
COC(=O)C1CCN(c2ccc(C(N)=O)cc2[N+](=O)[O-])CC1	97	1	99	98	97	97	4	21	98	0.2	16
Cc1ccccc1NC(=O)CC1(c2ccc(N(C)C)cc2)C(=O)c2ccccc2C1=O	100	.	102	100	99	99	-6	5	100	0.3	1
Cc1nnc(NC(=O)c2nn(CC(C)C)c(=O)c3ccccc23)s1	94	-1	96	95	94	96	16	5	97	1.7	20
Nc1ccc(OCc2ccco2)cc1	102	-16	101	102	93	103	1	10	101	0.2	7
COc1cc(-c2nc3n(n2)C(c2cccc(OC)c2OC)C2=C(CCCC2=O)N3)cc(OC)c1OC (centres undefined)	99	-1	101	101	98	100	-14	7	100	0.1	0
CCN(CC)c1ccc2c(c1)OC(N)=C(C#N)C2c1cccnc1 (centres undefined)	98	.	100	100	94	101	-1	10	101	0.7	2
CCOc1ccc(Cc2c(Cl)nc(SC)nc2N(C)C)cc1	93	-6	92	86	86	92	5	21	90	0.6	23
COc1cc(C(=O)N(CCc2ccccc2)C2CC3CCC(C2)N3C)cc(OC)c1OC (centres undefined)	?	16	?	?	?	?	3	7	?	0.1	1
CC(C)c1onc(C(=O)NCc2ccccn2)c1[N+](=O)[O-]	93	10	97	95	94	98	5	9	93	0.9	3
CCOc1ccc(NC(=O)C2CSC(c3ccncc3)=N2)cc1 (centres undefined)	101	.	104	100	98	104	5	4	102	0.0	20
O=C(Nc1ccc(C(O)(C(F)(F)F)C(F)(F)F)cc1)c1ccc(Cl)c([N+](=O)[O-])c1	105	-10	101	101	101	106	17	3	101	1.3	32
Cc1ccc(OCC(=O)Sc2ccc(C)cc2)cc1	100	7	102	101	100	100	25	11	99	-0.4	1
O=C(CS(=O)(=O)c1ccccc1)NCc1ccco1	98	3	102	98	95	102	14	12	98	0.3	8
CSCCC(NC(=O)c1cncc(Br)c1)C(=O)O (centres undefined)	94	.	94	97	95	97	13	30	94	0.1	2
CN(CCC#N)C(=O)COC(=O)c1ccccc1C(=O)c1ccc(Cl)c([N+](=O)[O-])c1	103	-1	99	100	98	104	7	11	98	2.0	2
CCOC(=O)C1CCCN(C(=O)c2cc(-c3ccccc3)on2)C1 (centres undefined)	92	.	92	93	95	97	38	12	93	0.7	2

In a second layout: results already given
Results follow in this order: Cdc42 wt | Pf gametocyte | Rac1 wt GTP bind | Rab2 wt GTP | Rac1 mut GTP | Rab7 wt modul | Mcl1-Noxa inh | Avidin fluor | HRas wt GTP bind | ABCB1 inh | ABCG2 inh
CCOc1ccc(NC(=O)C2CSC(c3ccncc3)=N2)cc1 (centres undefined)
  101 | . | 104 | 100 | 98 | 104 | 5 | 4 | 102 | 0.0 | 20
O=C(Nc1ccc(C(O)(C(F)(F)F)C(F)(F)F)cc1)c1ccc(Cl)c([N+](=O)[O-])c1
  105 | -10 | 101 | 101 | 101 | 106 | 17 | 3 | 101 | 1.3 | 32

Molecules listed so far that have an aryl methoxy group, in the order listed:
SMILES	Cdc42 wt	Pf gametocyte	Rac1 wt GTP bind	Rab2 wt GTP	Rac1 mut GTP	Rab7 wt modul	Mcl1-Noxa inh	Avidin fluor	HRas wt GTP bind	ABCB1 inh	ABCG2 inh
COC(=O)c1c(NC(=O)CN2CCN(c3ccccc3OC)CC2)c2cc(C)ccc2n1C	102	.	104	100	101	101	8	38	103	1.4	4
COc1ccc(S(N)(=O)=O)cc1C(=O)N1CCCC1	101	-7	100	100	97	99	13	9	102	1.6	8
COc1cccc(S(=O)(=O)Nc2cccnc2)c1	103	-21	100	106	100	103	-15	11	104	0.9	5
COc1ccc(/C=C(/NC(=O)c2ccccc2)C(=O)N/N=C/c2ccncc2)cc1	99	-8	100	101	99	97	10	13	97	2.3	17
COc1cc(/C=N/NC(N)=O)cc([N+](=O)[O-])c1O	85	-49	83	83	87	101	52*	9	84	-0.1	0
COc1ccc(C(=O)Nc2ccccc2C(=O)NC(Cc2ccc(O)cc2)C(=O)NNC(=O)c2ccccc2Cl)cc1 (centres undefined)	103	-2	103	99	99	105	-126	17	101	-0.8	-12
CCS(=O)(=O)N1CCC(NC(=O)c2cc(OC)cc(OC)c2)CC1	98	.	98	98	96	100	23	10	97	-1.0	13
COc1cc(-c2nc3n(n2)C(c2cccc(OC)c2OC)C2=C(CCCC2=O)N3)cc(OC)c1OC (centres undefined)	99	-1	101	101	98	100	-14	7	100	0.1	0
COc1cc(C(=O)N(CCc2ccccc2)C2CC3CCC(C2)N3C)cc(OC)c1OC (centres undefined)	?	16	?	?	?	?	3	7	?	0.1	1

Bioassay records deposited in PubChem by several laboratories.
